LRH-1 inv ag = LRH-1 (NR5A2) inverse agonists, primary screen, cell-based, luminescence, HEK293T, StAR-luciferase reporter. inhibition, % at 3.6 µM. Nuclear receptor subfamily 5 group A member 2 (Homo sapiens), O00482. LRH-1 transfected, 24 h. actives 0.13% (n = 360,000). AID 602396, 2012;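 active means inhibition above the mean inhibition of all tested compounds plus 3 SD, cut at about 73% in these data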;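 further: 0% = DMSO wells and 100% = reporter-only cells lacking LRH-1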
Target sequence (O00482 whole entry, looked up): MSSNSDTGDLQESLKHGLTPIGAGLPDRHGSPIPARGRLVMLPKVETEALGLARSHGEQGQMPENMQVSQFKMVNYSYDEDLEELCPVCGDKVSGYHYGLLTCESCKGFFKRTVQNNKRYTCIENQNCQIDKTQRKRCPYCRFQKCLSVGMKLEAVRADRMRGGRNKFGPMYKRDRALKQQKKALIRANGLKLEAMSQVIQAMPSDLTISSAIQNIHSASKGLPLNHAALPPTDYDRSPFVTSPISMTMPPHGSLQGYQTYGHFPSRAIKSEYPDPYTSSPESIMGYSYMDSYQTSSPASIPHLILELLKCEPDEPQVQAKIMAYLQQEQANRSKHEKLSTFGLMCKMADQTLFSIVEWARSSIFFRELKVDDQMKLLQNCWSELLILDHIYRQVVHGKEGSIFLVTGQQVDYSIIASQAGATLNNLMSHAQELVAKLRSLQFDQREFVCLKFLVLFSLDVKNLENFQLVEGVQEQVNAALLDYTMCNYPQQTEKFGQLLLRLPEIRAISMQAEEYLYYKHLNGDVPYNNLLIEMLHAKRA
SRC2 inh = inhibition of GAL4-SRC2 driven luciferase reporter, primary screen, SRC2 inhibitor project, cell-based, luminescence | AID 651957, 2012 | HEK293 GAL4-SRC2 luciferase reporter | actives 0.17% (n = 370,000) | inhibition, % at 9 µM;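 active means inhibition above the mean inhibition of all tested compounds plus 3 SD, set per campaign, cut at about 52% in these data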;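 further: 0% = DMSO treated cells and 100% = cells given Gossypol at 36 µM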
KKLEB tox = cytotoxicity in KKLEB CF airway cells, primary screen, cytotoxicity control for CF NF-kB inhibitor project, cell-based, uHTS, fluorescence assay plates; activity change (cytotoxicity), % at 5 µM; actives 0.36% (n = 360,000); KKLEB CF airway cells viability, ATPlite luminescence, overnight; hits give low values; cells stimulated with P. aeruginosa culture filtrate;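 active means corrected activity change at or below -50% at 5 µM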
SRC1 inh = SRC1 coactivator transcriptional activity inhibitors, primary screen, cell-based, luminescence | actives 0.12% (n = 360,000) | inhibition, % at 3.6 µM | Nuclear receptor coactivator 1 (Homo sapiens), Q15788 | AID 588354, 2011 | HEK293 GAL4-SRC1 luciferase reporter;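 active means inhibition above the campaign mean plus 3 SD, with each screening campaign given its own cutoff, cut at about 60% in these data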;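 further: 0% = DMSO treated cells and 100% = gossypol at 36 µM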
LMP1 NFkB inh = EBV LMP1-driven NF-kappaB luciferase reporter inhibitors, primary screen, cell-based, luminescence, single point; LMP1-induced NF-kappaB luciferase reporter cells; inhibition, % at 12.5 µM; actives 0.69% (n = 350,000); AID 504558, 2011; in the data active means inhibition above about 41%;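 further: 0% = neutral control wells and 100% = reference inhibitor control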
COUP-TFII inh = NR2F2 transcriptional activity inhibitors, primary screen, cell-based, luciferase reporter, HEK293T, luminescence; COUP transcription factor 2 (Homo sapiens), P24468; HEK293T NGFI-A luciferase reporter; inhibition, % at 8.6 µM; actives 0.7% (n = 370,000);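 active means inhibition above a per-plate cutoff, mean inhibition of test wells between control levels plus 3 SD, cut at about 38% in these data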;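 further: cells cotransfected with COUP-TFII expression vector driving the NGFI-A reporter; 0% = median of COUP-TF2 test wells and 100% = reporter-only cells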
Target sequence (P24468 whole entry, looked up): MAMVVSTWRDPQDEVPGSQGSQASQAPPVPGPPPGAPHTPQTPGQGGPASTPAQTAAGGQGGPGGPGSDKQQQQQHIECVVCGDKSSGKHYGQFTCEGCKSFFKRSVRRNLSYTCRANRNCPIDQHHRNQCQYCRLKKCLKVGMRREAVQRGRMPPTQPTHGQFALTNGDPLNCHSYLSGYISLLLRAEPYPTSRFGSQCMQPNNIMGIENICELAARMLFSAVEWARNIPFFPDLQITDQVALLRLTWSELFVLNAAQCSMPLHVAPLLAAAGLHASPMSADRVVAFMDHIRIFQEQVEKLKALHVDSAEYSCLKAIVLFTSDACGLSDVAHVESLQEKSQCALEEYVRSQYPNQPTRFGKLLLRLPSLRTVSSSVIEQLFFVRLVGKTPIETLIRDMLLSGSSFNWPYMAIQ
C8 TRAIL sens = viability loss with TRAIL in NB7+C8 cells, primary screen, TRAIL sensitizer project, cell-based, ATPlite luminescence; AID 624354, 2012; actives 1% (n = 360,000); inhibition (viability loss, TRAIL sensitization), % at 10 µM;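 active means compounds causing at least 50% loss of cell viability in the single-dose screen, relative to plate controls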
NCOA3 inh = SRC3 coactivator transcriptional activity inhibitors, primary screen, cell-based, luminescence; Nuclear receptor coactivator 3 (Homo sapiens), Q9Y6Q9; HEK293 GAL4-SRC3 luciferase reporter; inhibition, % at 3.6 µM; actives 0.17% (n = 360,000); AID 588352, 2011;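 active means inhibition above a per-campaign cutoff, the mean of all compounds plus 3 SD, cut at about 60% in these data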;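 further: 0% = DMSO-treated cells and 100% = gossypol-treated cells at 36 µM; higher means less SRC3-driven luciferase light from the GAL4 reporter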
CF NFkB inh = inhibitors of PAF-induced NF-kB signaling, primary screen, cell-based, GFP fluorescence, uHTS | actives 0.86% (n = 360,000) | inhibition, % at 5 µM | AID 588850, 2011 | KKLEB NF-kB-GFP reporter, GFP fluorescence overnight;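 active means at least 50% inhibition at 5 µM, scaled per plate between neutral and stimulator controls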;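 further: PAF is a Pseudomonas aeruginosa culture filtrate used as stimulus; plate controls were PAF-stimulated DMSO wells for no effect and unstimulated DMSO wells for full effect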
TWEAK-Fn14 inh = inhibitors of TWEAK-Fn14 signaling, primary screen, luciferase reporter cells, uHTS. TWEAK-stimulated Fn14 reporter cells, luciferase luminescence, 8 h. inhibition, % at 10 µM. actives 2% (n = 360,000). AID 1159606, 2016; in the data active means inhibition above about 50%
TROY signal inh = inhibitors of TROY-driven NF-kB signaling, primary screen, Q293 LMP1-TROYcd cells, NF-kB luciferase, uHTS; Q293 LMP1-TROYcd NF-kB luciferase reporter, 4 h; inhibition, % at 10 µM; actives 0.98% (n = 360,000);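 active means compounds whose plate-normalised and pattern-corrected inhibition of the luciferase reporter signal at the single screening dose is 50% or more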
* = called active by the depositor; / = not tested or not shown.

SMILES	LRH-1 inv ag	SRC2 inh	KKLEB tox	SRC1 inh	LMP1 NFkB inh	COUP-TFII inh	C8 TRAIL sens	NCOA3 inh	CF NFkB inh	TWEAK-Fn14 inh	TROY signal inh
COc1ccc(S(=O)(=O)N(C)C[C@H]2Oc3c(NC(=O)C4CC4)cccc3C(=O)N([C@H](C)CO)C[C@@H]2C)cc1	12	-19	12	4	1	-5	-6	11	-4	7	0
COc1ccc(C(CNC(=O)c2ccc(NS(=O)(=O)c3ccc4c(c3)OCCO4)cc2)N(C)C)cc1 (stereo not drawn)	-29	-32	-5	-2	1	2	-11	7	-5	-6	-4
CCCCNC(=O)CSc1nc2cc3c(cc2c(=O)n1CCCN(CC)CC)OCO3	8	-2	-20	1	-2	-4	-14	9	7	-2	-7
O=C(N/N=C/c1ccc([N+](=O)[O-])o1)c1ccc(NS(=O)(=O)c2cccs2)cc1	10	16	-6	-3	-13	-9	18	1	3	-8	0
Cc1ccc(C)c(OCC(=O)Nc2ccc(N3CCOCC3)cc2)c1	6	11	0	4	-3	7	5	8	3	13	-4
Nc1ncnc2c1ncn2[C@@H]1O[C@H](CN2CCCS2(=O)=O)[C@@H](O)[C@H]1O	8	-3	24	5	0	7	-13	9	-5	7	6
COc1ccc(/C=N\NC(=O)COc2ccccc2)c(C(=O)O)c1OC	2	17	-6	-5	-49	6	0	9	-18	1	4
N#Cc1c(Nc2ccccc2)s[nH]c1=O	17	9	18	1	-1	-6	4	4	-77	2	-10
C[C@@H](NC(=O)c1[nH]cnc1C(=O)Nc1ccon1)c1ccccc1	22	7	0	-4	-18	-5	8	6	-2	32	4
S=C1NCCOCCOCCOCCN1	14	-1	14	-4	2	-8	-5	16	-2	3	-4

In the list so far, these have an NH in an aromatic ring:
SMILES	LRH-1 inv ag	SRC2 inh	KKLEB tox	SRC1 inh	LMP1 NFkB inh	COUP-TFII inh	C8 TRAIL sens	NCOA3 inh	CF NFkB inh	TWEAK-Fn14 inh	TROY signal inh
N#Cc1c(Nc2ccccc2)s[nH]c1=O	17	9	18	1	-1	-6	4	4	-77	2	-10
C[C@@H](NC(=O)c1[nH]cnc1C(=O)Nc1ccon1)c1ccccc1	22	7	0	-4	-18	-5	8	6	-2	32	4

Going on with the list:
SMILES	LRH-1 inv ag	SRC2 inh	KKLEB tox	SRC1 inh	LMP1 NFkB inh	COUP-TFII inh	C8 TRAIL sens	NCOA3 inh	CF NFkB inh	TWEAK-Fn14 inh	TROY signal inh
CCOC(=O)C1=C(C)N(C)C(=O)NC1c1c(C)nn(-c2ccc(C)cc2)c1Cl (stereo not drawn)	-17	10	-3	-10	6	8	11	-4	-11	5	5
Fc1ccc(C(c2nnnn2Cc2ccccc2)N2CCSCC2)cc1 (stereo not drawn)	-11	7	-5	-2	-16	0	-24	-2	-6	-2	-6
O=C(O)CCCCC1CCSS1 (stereo not drawn)	-6	-5	-6	3	7	-21	-6	18	18	-14	-5
COc1ccc(-c2ccc(SCC(=O)NC3CCCCC3)nn2)cc1	-26	-30	-12	-54	-6	-10	43	-38	5	10	-62
Cc1ccc(-c2noc(CCC(=O)NCCN3CCc4ccccc4C3)n2)cc1	10	-2	6	-2	-6	3	15	7	-4	-17	-10
C/C(=N/NS(=O)(=O)c1ccccc1)c1ccc(NC(=O)C(F)(F)F)cc1	-1	-28	18	-9	8	-7	-12	-5	-5	2	9
CCc1cc(=O)oc2cc(OC(C)=O)cc(OC(C)=O)c12	-3	31	2	14	2	17	-6	13	18	36	24
Cc1ccccc1NC(=O)CN(C)S(=O)(=O)c1ccc2c(c1)n(C)c(=O)c(=O)n2C	-2	11	-20	-26	9	-15	-13	-10	16	-5	6
NC(=O)C1CCN(CC(=O)Nc2cccc(C(=O)Nc3cccc(C(F)(F)F)c3)c2)CC1	-9	4	4	-4	1	-9	7	16	-14	-3	1
CCCCN(C)CCNC(=O)c1ccc2c(c1)NC(=O)C(N1CCCCC1)S2 (stereo not drawn)	-20	11	4	5	-18	2	-1	14	-3	28	-19

3 of the entries above in order of their number in CF NFkB inh, falling.
SMILES | CF NFkB inh
CCc1cc(=O)oc2cc(OC(C)=O)cc(OC(C)=O)c12 | 18
Cc1ccc(-c2noc(CCC(=O)NCCN3CCc4ccccc4C3)n2)cc1 | -4
C/C(=N/NS(=O)(=O)c1ccccc1)c1ccc(NC(=O)C(F)(F)F)cc1 | -5

The results go on.
SMILES	LRH-1 inv ag	SRC2 inh	KKLEB tox	SRC1 inh	LMP1 NFkB inh	COUP-TFII inh	C8 TRAIL sens	NCOA3 inh	CF NFkB inh	TWEAK-Fn14 inh	TROY signal inh
CC1CCN(C(=O)CSc2nnc(-c3ccco3)n2N)CC1	-1	-4	6	13	-6	-19	-21	17	-4	-23	-3
O=C(NCCN1CCOCC1)c1cccc(S(=O)(=O)NCc2ccccc2)c1	-8	-33	5	-3	-8	-8	-11	14	-1	5	-3
CCOc1ccc(NC(=O)CSc2nnc(Cn3cnc([N+](=O)[O-])n3)n2C)cc1	8	-9	-7	0	-8	7	-11	-3	0	-2	10
Fc1ccc(-c2nc3c(-c4ccc(Cl)cc4)cnn3cc2CCN2CCOCC2)cc1	13	-13	-12	0	12	1	24	-4	10	5	11
COC(=O)n1c(=O)oc2cc(S(=O)(=O)N3CCOCC3)ccc21	-8	7	-4	-4	5	-16	5	1	-25	2	-8
Cc1ccccc1NC(=O)COC(=O)COc1ccc2c(c1)CCC2	3	-28	0	-15	2	17	-3	5	-1	-7	2
Cc1ccc(-c2nnc(SCC(=O)NC3CCCC3)n2N)cc1	-32	-20	10	3	-1	-11	-4	-5	-12	13	0
O=C(NNC(=O)C1CCCN(c2ncccn2)C1)c1ccc(F)cc1 (stereo not drawn)	-15	10	3	10	2	-8	-9	4	-2	0	2
O=C(CNS(=O)(=O)c1ccccc1)NCC(=O)OCc1ccccc1F	10	-4	5	10	3	4	-2	13	11	8	-10
CC(=O)c1ccc(OCC(O)CN2CCc3ccccc3C2)cc1 (stereo not drawn)	2	-8	0	14	-3	16	-5	-3	-12	17	1
O=C(Nc1cc(SCC(O)CO)cc([N+](=O)[O-])c1)c1ccc(-n2cnnn2)cc1 (stereo not drawn)	-6	-6	-1	6	12	21	-9	5	8	-46	-12
CN(c1ccccc1)P(=O)(N(C)c1ccccc1)N(C)c1ccccc1	4	26	-16	-6	0	2	35	11	17	-16	12
COc1ccc(/C=C/C(=O)NCC(=O)N/N=C(/C)c2ccco2)cc1	-1	-20	-4	-6	-1	13	8	-2	-11	6	-16
COCCCNC(=O)COc1ccc(Br)cc1Cl	-82	-33	0	-64	-18	-28	7	-17	-2	3	-57
CC(C)CN(C(=O)c1ccc(-n2cncn2)c([N+](=O)[O-])c1)C1CCS(=O)(=O)C1 (stereo not drawn)	-19	-1	-8	10	2	-6	-19	-9	7	7	14
COc1ccccc1Cc1c(-c2ccco2)nc2cc(C)c(Br)c(C)n12	12	-19	/	/	/	9	-4	/	/	21	-4
CCc1ccc(CN(C)C(C)C(=O)Nc2ccc(S(=O)(=O)N3CCCC3)cc2)cc1 (stereo not drawn)	0	8	15	5	-3	-9	-5	8	20	4	4
O=C1c2oc3ccc(Cl)cc3c(=O)c2C(c2cccc(Br)c2)N1CCO (stereo not drawn)	-9	-16	2	-5	-13	-16	-9	-24	0	-3	-16
COc1ccc(CCNC(=O)COc2ccccc2[N+](=O)[O-])cc1OC	28	10	-11	-16	-11	7	-10	8	0	-14	6
COc1cc(OC)cc(C(=O)NNC(=O)CN2C(=O)NC(C)(c3ccccc3)C2=O)c1 (stereo not drawn)	-1	-23	-7	1	-1	-7	-10	-7	20	12	-14

Profiles as entered above. Order of values: LRH-1 inv ag, SRC2 inh, KKLEB tox, SRC1 inh, LMP1 NFkB inh, COUP-TFII inh, C8 TRAIL sens, NCOA3 inh, CF NFkB inh, TWEAK-Fn14 inh, TROY signal inh
CCc1ccc(CN(C)C(C)C(=O)Nc2ccc(S(=O)(=O)N3CCCC3)cc2)cc1 (stereo not drawn) is entered as 0, 8, 15, 5, -3, -9, -5, 8, 20, 4, 4
CC(C)CN(C(=O)c1ccc(-n2cncn2)c([N+](=O)[O-])c1)C1CCS(=O)(=O)C1 (stereo not drawn) is entered as -19, -1, -8, 10, 2, -6, -19, -9, 7, 7, 14
CN(c1ccccc1)P(=O)(N(C)c1ccccc1)N(C)c1ccccc1 is entered as 4, 26, -16, -6, 0, 2, 35, 11, 17, -16, 12

Continued.
SMILES	LRH-1 inv ag	SRC2 inh	KKLEB tox	SRC1 inh	LMP1 NFkB inh	COUP-TFII inh	C8 TRAIL sens	NCOA3 inh	CF NFkB inh	TWEAK-Fn14 inh	TROY signal inh
C[C@@H]1CN([C@@H](C)CO)S(=O)(=O)c2ccc(Br)cc2O[C@@H]1CN(C)C(=O)c1ccccn1	-3	0	0	3	-3	14	-4	10	13	-7	0
Cc1c(Cl)c([N+](=O)[O-])nn1CCCC(=O)N(Cc1ccccc1)Cc1ccccc1	10	0	-7	-8	-13	16	1	10	7	6	10
COc1cccc(CNC(=O)C2CCN(S(=O)(=O)c3cccc4cccnc34)CC2)c1	3	-27	2	16	8	-9	-10	-1	-13	-17	12
O=C(NC(=S)N1CCN(c2ccc([N+](=O)[O-])cc2Cl)CC1)c1ccco1	0	8	0	-9	1	-11	9	11	-5	0	3
COc1ccc(Cc2n[nH]c(=S)n2C)cc1Br	3	-17	6	10	-10	7	-5	-10	-22	4	13
CC1(C)C2CCC1(CS(=O)(=O)Nc1ccccc1)C(=O)C2 (stereo not drawn)	20	11	3	1	4	10	-21	13	8	-6	8
CC1CC(C)CN(C(=O)CCNC(=O)Cn2ccc3ccccc3c2=O)C1 (stereo not drawn)	9	-14	3	-13	-3	-12	-2	-9	7	-14	-4
COc1ccc(C(=O)Nc2ccc(NC(C)=O)cc2)cc1S(=O)(=O)N(C)Cc1ccccc1	-2	-15	-25	3	-3	-10	6	-5	20	-16	-6
O=c1c2ccccc2nnn1CCc1ccccc1	-139	-81	-6	-156	-18	-22	16	-105	-8	39	-40

Source: PubChem BioAssay (several laboratories)
